Assay outcomes from PubChem.
BRCA1 expr act – qHTS Assay to Identify Small Molecule Activators of BRCA1 Expression. MCF7-BRCA1-FFLuc reporter, luminescence, 48 h; response scale: scaled: vehicle 0%, 10 µM genistein 100%. Potency, µM (top dose mostly 46.1 µM), inactives show at the highest dose activation, usual class: activators. hit rate 1.1% among 380,000. AID 624202, 2012; further: potency means the concentration at half of the fitted maximal effect; nearly all actives have a fitted effect of over 80% in size; some results filed as inactive show a strong effect at the top dose
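Cells: MCF7-BRCA1-FFLuc, 2000/well. Exposure: 48 h, 37 °C, 5% CO2. Read: luminescence, 15 min post-substrate. Controls: genistein 10 microM (maximal activation), DMSO (neutral).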
TRPV1 ag – HTS Assay for Compounds that Act as Agonists of the Vanilloid Receptor 1; activation, % at 8.33 µM; TRPV1-expressing cells, Fluo-8 calcium influx, agonist mode; hit rate 0.19% among 320,000; Transient receptor potential cation channel subfamily V member 1 (Homo sapiens), Q8NER1; in the data active means activation above about 80%; inconclusive means between about 30% and that limit; further: 0% is about no effect
Target sequence (Q8NER1 whole entry, looked up): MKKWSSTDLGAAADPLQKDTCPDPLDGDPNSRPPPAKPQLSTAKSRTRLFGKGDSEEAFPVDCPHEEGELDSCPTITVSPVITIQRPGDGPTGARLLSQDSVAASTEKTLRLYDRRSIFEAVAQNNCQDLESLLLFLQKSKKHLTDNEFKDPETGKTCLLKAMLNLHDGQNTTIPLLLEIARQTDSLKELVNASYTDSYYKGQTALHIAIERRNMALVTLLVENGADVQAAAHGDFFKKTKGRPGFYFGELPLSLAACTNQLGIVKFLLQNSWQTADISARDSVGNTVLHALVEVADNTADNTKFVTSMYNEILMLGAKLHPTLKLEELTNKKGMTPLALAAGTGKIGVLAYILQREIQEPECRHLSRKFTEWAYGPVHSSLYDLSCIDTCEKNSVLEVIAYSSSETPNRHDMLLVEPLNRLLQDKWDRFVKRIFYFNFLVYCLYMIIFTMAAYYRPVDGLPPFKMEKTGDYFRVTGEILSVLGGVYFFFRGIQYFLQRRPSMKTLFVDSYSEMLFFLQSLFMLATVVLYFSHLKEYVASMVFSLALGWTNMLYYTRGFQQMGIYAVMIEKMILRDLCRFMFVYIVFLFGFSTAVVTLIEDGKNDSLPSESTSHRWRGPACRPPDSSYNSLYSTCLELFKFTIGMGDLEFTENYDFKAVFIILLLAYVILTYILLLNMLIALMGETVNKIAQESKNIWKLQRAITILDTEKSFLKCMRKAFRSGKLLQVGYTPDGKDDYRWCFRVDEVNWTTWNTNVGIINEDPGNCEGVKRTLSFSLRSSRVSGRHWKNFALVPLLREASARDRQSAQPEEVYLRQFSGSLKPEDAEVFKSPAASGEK
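Fluo-8 calcium influx in TRPV1-expressing cells, kinetic read (ex 480/em 520 nm). Compound added and read 3 min for agonist activity, followed by capsaicin at EC20 final and 2 min further read for enhancement.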
ELG1 genotoxic – qHTS screen for small molecules that induce genotoxicity in human embryonic kidney (HEK293T) cells expressing luciferase-tagged ELG1; HEK293T ELG1-luciferase reporter, luminescence, 16 h; Potency, µM (titrated, usually from 46 µM), inactives show at the highest dose activity change, positive = activation, most hits filed as activators; hit rate 1.3% among 330,000; AID 504466, 2011; further: potency means the concentration at half of the fitted maximal effect; % of control where 0% means no effect; nearly all actives have a fitted effect of over 60% in size
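Quantitative HTS format in 1536-well plates. HEK293T ELG1-luciferase reporter cells receive test compound and are incubated 16 hr at 37 °C, 5% CO2; ONE-Glo added, 30 min room temperature, then luminescence read.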
RORg inh – qHTS for inhibitors of ROR gamma transcriptional activity | Nuclear receptor ROR-gamma (Mus musculus), P51450 | Drosophila S2 Gal4-RORgamma UAS-luciferase reporter, 20 h | Potency, µM (series often up to 53.6 µM), for inactives: at the highest dose activity change, negative = inhibition, hits mostly inhibitors | hit rate 5.4% among 310,000 | AID 2551, 2010; further: potency means the concentration at half of the fitted maximal effect; on the % scale 0 is the no-effect control and ±100 the full control effect; nearly all actives have a fitted effect of over 60% in size
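Read-out: Photinus luciferase luminescence; inhibitors lower reporter signal. Insect Schneider cells with Gal4-ROR gamma fusion under metallothionein promoter, UAS reporter; 700 uM final copper sulfate induction, 20 hr, ambient temperature.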
NPC1 promoter act – qHTS Assay for NPC1 Promoter Activators. AID 485313, 2010. Huh7 NPC1 promoter luciferase reporter, 24 h. hit rate 2.4% among 320,000. Potency, µM (doses to about 9.22 µM), inactives show top-dose activation, most hits filed as activators;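 further: potency means the concentration at half of the fitted maximal effect; % of control where 0% means no effect; nearly all actives have a fitted effect of over 60% in size; reporter is driven by a mutant NPC1 promoter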
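Luciferase expression driven by the NPC1 promoter was measured in stably transfected Huh7 cells after a 24 h compound incubation, using a luciferase reagent and a luminescence read.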
Tb PFK block – qHTS Assay to Find Inhibitors of T. brucei phosphofructokinase. hit rate 0.17% among 330,000. Potency, µM (top dose mostly 57.5 µM), inactives show top-dose activity, negative = inhibition, most hits filed as inhibitors. ATP-dependent 6-phosphofructokinase (Trypanosoma brucei brucei), O15648. T. brucei PFK, ADP-Glo luminescence;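 further: potency means the concentration at half of the fitted maximal effect; 0% = uninhibited 1x PFK enzyme wells and -100% = no-enzyme wells; nearly all actives have a fitted effect of over 60% in size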
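Compounds were pin-transferred as a titration series up to 57 uM into substrate buffer (0.5 mM F6P, 0.1 mM ATP, pH 8.0), then 1.25 nM PFK was added and reactions ran 45 min before ADP-Glo detection.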
Rab9 prom act – qHTS Assay for Rab9 Promoter Activators; Potency, µM (top dose mostly 9.22 µM), without a hit: at the top dose activation, negative = inhibition, most hits filed as activators; hit rate 2.8% among 320,000; Huh7 Rab9 promoter-luciferase reporter, luminescence, 24 h; AID 485297, 2010; further: potency means the concentration at half of the fitted maximal effect; % of control where 0% means no effect; nearly all actives have a fitted effect of over 60% in size
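Rab9 promoter-driven luciferase in stably transfected Huh7 cells; 1500 cells/well rested 2 h, exposed to compound in DMSO for 24 h at 37 °C, 5% CO2. Luminescence read 10 min after adding luciferase reagent at ambient temperature.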
p53 reactivation – qHTS assay for re-activators of p53 using a Luc reporter. Potency, µM (series often up to 92.2 µM), for inactives: at the highest dose activity change, positive = activation, actives largely listed as activators. hit rate 0.063% among 320,000. AID 504706, 2011. H1299 p53-A138V BP100-luciferase reporter, luminescence, 24 h; further: potency means the concentration at half of the fitted maximal effect; % of control where 0% means no effect; nearly all actives have a fitted effect of over 45% in size
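p53-null H1299 cells stably carrying temperature-sensitive p53-A138V and a BP100-luciferase reporter were pinned with compounds (4-point, 1:5 series) and held 24 hrs at 37 deg C. Luminescence was read 10 min after detection reagent.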
FLuc modulator – qHTS profiling assay for firefly luciferase inhibitor/activator using purifed enzyme and Km concentrations of substrates (counterscreen for miR-21 project); Luciferin 4-monooxygenase (Photinus pyralis), P08659; hit rate 6.9% among 360,000; purified FLuc, Km substrates, luminescence inhibition; AID 588342, 2011; Potency, µM (series often up to 57.5 µM), for the others: at the top dose activity change, negative = inhibition, most hits filed as inhibitors;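 further: potency means the concentration at half of the fitted maximal effect; plate controls were vehicle for no effect and reference inhibitor for full effect; nearly all actives have a fitted effect of over 55% in size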
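Purified P. pyralis luciferase, 10 nM final, with Km-level 10 uM D-luciferin and 10 uM ATP in 50 mM Tris acetate pH 7.5, 10 mM Mg acetate, 0.01% Tween-20, 0.05% BSA; 6-point qHTS titration about 60 µM downward; luminescence read.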
VP16 counter – VP16 counterscreen qHTS for inhibitors of ROR gamma transcriptional activity | AID 2546, 2010 | Potency, µM (series often up to 53.6 µM), for inactives: at the highest dose activity, negative = inhibition, most hits filed as inhibitors | Drosophila S2 Gal4-VP16 UAS-luciferase, luminescence, 20 h | hit rate 3.5% among 310,000;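 further: Gal4-VP16 expression switched on by copper sulfate through the metallothionein promoter; potency means the concentration at half of the fitted maximal effect; on the % scale 0 is the no-effect control and ±100 the full control effect; nearly all actives have a fitted effect of over 50% in size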
ELG1 DNA repair – qHTS screen for small molecules that inhibit ELG1-dependent DNA repair in human embryonic kidney (HEK293T) cells expressing luciferase-tagged ELG1; Potency, µM (titrated, usually from 46.1 µM), for inactives: top-dose activity change, negative = inhibition, usual class: inhibitors; hit rate 2.3% among 330,000; AID 504467, 2011; HEK293T ELG1-luciferase reporter, luminescence, 16 h; DNA damage induced by 5-fluorouridine; further: potency means the concentration at half of the fitted maximal effect; on the % scale 0 is the no-effect control and ±100 the full control effect; nearly all actives have a fitted effect of over 55% in size
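Luminescence from the luciferase reporter, measured 30 min after ONE-Glo reagent at room temperature, was the read-out. Beforehand, 2,000 cells per well were exposed for 16 hr at 37 °C to 5-fluorouridine together with compound or vehicle.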
* = called active by the depositor; [ ] = remark or other dose. Unless noted, the call rests on the fitted dose curve; in most records, active means well fitted curve in the direction sought with a large enough effect; inconclusive means small, poorly fitted or top-dose-only effect, or another doubt; inactive means no such curve, though single readings can be large; an effect the other way counts as inactive or inconclusive.

Screening COc1ccc(OCC(=O)N/N=c2\oc3c(OC)cccc3cc2C(N)=O)cc1 returned BRCA1 expr act -0.8%, TRPV1 ag 5.2, ELG1 genotoxic 1.2%, RORg inh 12.2%, NPC1 promoter act -0.5%, Tb PFK block -4.5%, Rab9 prom act -6.9%, p53 reactivation -7.5%, FLuc modulator 2.3%, VP16 counter -7.3% and ELG1 DNA repair 18.2%.
O=C(N/N=C/c1c[nH]c2ccccc12)C1COc2ccccc2O1 (centres undefined) was read as BRCA1 expr act -67.6%, TRPV1 ag -0.1, ELG1 genotoxic -0.7%, RORg inh -37.3%, NPC1 promoter act -16.1%, Tb PFK block -18.4%, Rab9 prom act -14.7%, p53 reactivation -6.7%, FLuc modulator inconclusive, VP16 counter -20.4% and ELG1 DNA repair inconclusive.
For COc1ccc(-c2cc(C(F)(F)F)n3ncc(C(=O)N4CCc5ccccc5C4)c3n2)cc1 the results were BRCA1 expr act -2.8%, TRPV1 ag 22.3, ELG1 genotoxic -7.8%, RORg inh inconclusive, NPC1 promoter act -9.7%, Tb PFK block -3.3%, Rab9 prom act -7.4%, p53 reactivation -2.7%, FLuc modulator 4.6%, VP16 counter -2.5% and ELG1 DNA repair 11.6µM*.
Screening C=CCNC(=O)CC(=O)N/N=C/c1ccc(F)cc1 returned BRCA1 expr act 10.0%, TRPV1 ag 0.1, ELG1 genotoxic -0.3%, RORg inh -6.6%, NPC1 promoter act 1.7%, Tb PFK block -4.6%, Rab9 prom act -15.5%, p53 reactivation 0.1%, FLuc modulator 3.5%, VP16 counter 3.6% and ELG1 DNA repair 5.7%.
`CNc1nc(C)nc(-n2nc(C)cc2C)n1` gave BRCA1 expr act 18.9%, TRPV1 ag -0.3, ELG1 genotoxic -1.1%, RORg inh 6.31µM*, NPC1 promoter act 10.0%, Tb PFK block 2.8%, Rab9 prom act 23.1%, p53 reactivation 11.4%, FLuc modulator -12.0%, VP16 counter inconclusive and ELG1 DNA repair inconclusive.
Screening CCc1ccc(OCC(=O)OCC(=O)c2ccc3c(c2)NC(=O)CO3)cc1 returned BRCA1 expr act 8.0%, TRPV1 ag 15.1, ELG1 genotoxic -0.5%, RORg inh -4.4%, NPC1 promoter act -4.4%, Tb PFK block 3.9%, Rab9 prom act 4.8%, p53 reactivation 0.6%, FLuc modulator 6.3%, VP16 counter -15.1% and ELG1 DNA repair 5.6%.
For CN(C)c1ccc(CN(C(=O)COc2ccccc2)C2CCS(=O)(=O)C2)cc1 (centres undefined) the results were BRCA1 expr act 3.1%, TRPV1 ag -2.7, ELG1 genotoxic 15.9%, RORg inh -28.6%, NPC1 promoter act -2.5%, Tb PFK block 8.9%, Rab9 prom act -0.6%, p53 reactivation 2.0%, FLuc modulator -2.0%, VP16 counter 1.8% and ELG1 DNA repair -3.0%.
Cc1ccc(N(C(=O)c2csnn2)C(C(=O)NC2CCCCC2)c2ccncc2)cc1 (centres undefined) was read as BRCA1 expr act -5.9%, TRPV1 ag 1.3, ELG1 genotoxic 6.0%, RORg inh 0.2%, NPC1 promoter act -9.0%, Tb PFK block -0.1%, Rab9 prom act 3.9%, p53 reactivation -2.9%, FLuc modulator -1.7%, VP16 counter -4.2% and ELG1 DNA repair 6.7%.
`COc1ccc(OC)c(/C=N/NC(=O)c2c(C)nc3ccc(C)cn23)c1` gave BRCA1 expr act -2.1%, TRPV1 ag 1.8, ELG1 genotoxic -0.4%, RORg inh -19.8%, NPC1 promoter act -4.4%, Tb PFK block -14.6%, Rab9 prom act 1.9%, p53 reactivation -0.8%, FLuc modulator -4.5%, VP16 counter -2.6% and ELG1 DNA repair 1.0%.
For Cc1ccc(C(=O)Nc2ccc3c(c2)nc(CCNC(=O)c2ccco2)n3C)cc1 the results were BRCA1 expr act 7.08µM*, TRPV1 ag -1.6, ELG1 genotoxic inconclusive, RORg inh 13.8%, NPC1 promoter act 3.55µM*, Tb PFK block -0.6%, Rab9 prom act 3.55µM*, p53 reactivation 14.3%, FLuc modulator inconclusive, VP16 counter -20.7% and ELG1 DNA repair inconclusive.
CCCCN1C(=O)/C(=C2\SC(N3CCOCC3)=NC2=O)c2ccccc21 was read as BRCA1 expr act 35.5%, TRPV1 ag 9.8, ELG1 genotoxic -2.2%, RORg inh inconclusive, NPC1 promoter act 2µM*, Tb PFK block 2.2%, Rab9 prom act 2µM*, FLuc modulator inconclusive, VP16 counter 22.6% and ELG1 DNA repair inconclusive.
`COc1ccc(C2C(C#N)=C(N)Oc3cc(N)ccc32)cc1` (centres undefined) gave BRCA1 expr act -5.8%, TRPV1 ag -2.5, ELG1 genotoxic 0.6%, RORg inh -3.1%, NPC1 promoter act -2.8%, Tb PFK block 1.4%, Rab9 prom act 0.3%, p53 reactivation -2.2%, FLuc modulator 8.2%, VP16 counter 1.8% and ELG1 DNA repair -6.0%.
`COC(=O)c1ccc(C(=O)Nc2ccc(N)cc2N)cc1` gave BRCA1 expr act 2.3%, TRPV1 ag 5.6, ELG1 genotoxic -2.3%, RORg inh inconclusive, NPC1 promoter act 13.8%, Tb PFK block 1.1%, Rab9 prom act 18.2%, p53 reactivation 3.7%, FLuc modulator inconclusive, VP16 counter -24.1% and ELG1 DNA repair 11.5%.
For Cc1cc(C(C)(C)C)cc(S(=O)(=O)NCC(=O)O)c1C the results were BRCA1 expr act -26.1%, TRPV1 ag 1.9, ELG1 genotoxic -8.7%, RORg inh -32.5%, NPC1 promoter act -1.0%, Tb PFK block -3.3%, Rab9 prom act -5.7%, p53 reactivation 4.6%, FLuc modulator 1.4%, VP16 counter 2.1% and ELG1 DNA repair 0.0%.
`O=C(Nc1ccc(F)cc1)c1cccc2c1C(=O)N(Cc1ccccn1)C2` gave BRCA1 expr act 10.1%, TRPV1 ag 9.4, ELG1 genotoxic 1.5%, RORg inh -18.4%, NPC1 promoter act -0.2%, Tb PFK block -4.3%, Rab9 prom act -3.3%, p53 reactivation -5.6%, FLuc modulator inconclusive, VP16 counter -8.2% and ELG1 DNA repair inconclusive.
O=C(CCN1CCCCO1)N1CCCC(N2CCN(c3ccc(F)cc3)CC2)C1 (centres undefined) was read as BRCA1 expr act -16.6%, TRPV1 ag 0.7, ELG1 genotoxic -0.8%[9.26 µM], RORg inh -13.8%, NPC1 promoter act -4.0%, Tb PFK block 1.5%, Rab9 prom act -4.6%, p53 reactivation 0.8%, FLuc modulator -0.6%, VP16 counter -0.8% and ELG1 DNA repair -1.5%.
`CCC/C(=N\NC(=O)c1ccccc1C)c1ccccc1` gave BRCA1 expr act 19.8%, TRPV1 ag 7.1, ELG1 genotoxic 5.7%, RORg inh -13.8%, NPC1 promoter act 10.2%, Tb PFK block 5.1%, Rab9 prom act -0.2%, p53 reactivation 2.8%, FLuc modulator -17.1%, VP16 counter -6.0% and ELG1 DNA repair 8.8%.
Screening CCOC(=O)N1CCN(C(=O)c2c[nH]c3ccc(S(=O)(=O)N(C)c4cccc(C)c4)cc3c2=O)CC1 returned BRCA1 expr act 6.3%, TRPV1 ag 1.6, ELG1 genotoxic 0.0%, RORg inh 15.4%, NPC1 promoter act -2.0%, Tb PFK block -2.0%, Rab9 prom act -0.8%, p53 reactivation 11.3%, FLuc modulator 4.7%, VP16 counter -10.3% and ELG1 DNA repair inconclusive.
CN(C)C=Nc1nonc1N was read as BRCA1 expr act 1.8%, TRPV1 ag 0.1, ELG1 genotoxic -4.8%, RORg inh inconclusive, NPC1 promoter act -0.1%, Tb PFK block -3.7%, Rab9 prom act -1.2%, p53 reactivation -6.6%, FLuc modulator -0.8% and ELG1 DNA repair 11.0%.
O=C(CC(c1ccccc1)c1ccccc1O)NCc1ccccc1 (centres undefined) was read as BRCA1 expr act -19.9%, TRPV1 ag 15.6, ELG1 genotoxic -5.6%, RORg inh 43.5%, NPC1 promoter act -14.7%, Tb PFK block -6.1%, Rab9 prom act -8.1%, p53 reactivation -1.7%, FLuc modulator -6.6%, VP16 counter 17.0% and ELG1 DNA repair -23.8%.
